Compound activity from PubChem BioAssay.
S1P4 agonist – human S1P4 receptor agonism; 220,000 compounds, 0.35% hits; AID 1509; S1P4-expressing cell line, agonist reporter assay; activation, % at 4.98 µM; in the data active means activation above about 11%;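 further: 0% = DMSO vehicle and 100% = reference agonist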
Target sequence (O95977 whole entry, looked up): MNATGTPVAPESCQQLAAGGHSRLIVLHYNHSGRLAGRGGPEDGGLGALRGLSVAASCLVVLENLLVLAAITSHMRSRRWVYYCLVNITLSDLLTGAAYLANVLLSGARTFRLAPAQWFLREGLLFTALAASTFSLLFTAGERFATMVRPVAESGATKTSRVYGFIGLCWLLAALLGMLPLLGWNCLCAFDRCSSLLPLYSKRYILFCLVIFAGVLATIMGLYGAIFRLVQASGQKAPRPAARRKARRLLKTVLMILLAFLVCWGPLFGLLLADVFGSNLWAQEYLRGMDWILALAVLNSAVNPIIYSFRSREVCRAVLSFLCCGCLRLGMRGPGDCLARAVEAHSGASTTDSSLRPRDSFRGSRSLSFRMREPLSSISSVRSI
NPY Y1 blocker – antagonists of human neuropeptide Y receptor Y1; P25929; HEK293-CNG Y1 cells, membrane potential fluorescence; NPY at EC95, then isoproterenol; inhibition, % at 3.6 µM; 200,000 compounds, 1% hits;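 active means inhibition above the campaign mean inhibition of all tested compounds plus 3 SD, cut at about 20% in these data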;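 further: 0% = DMSO wells given NPY plus isoproterenol and 100% = isoproterenol alone without NPY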
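Assay system: HEK293 Y1/CNG channel cell line; Doses: single compound dose of 3.6 µM, 0.4% DMSO; Timing: dye 3 h, compound 60 min room temperature, stimulation 45 min; Technique: Membrane-potential fluorescent dye readout; Measure: % inhibition of NPY effect.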
S1P4 antagonist – blocks the human S1P4 receptor; inhibition, % at 4.98 µM; O95977; 220,000 compounds, 0.26% hits; S1P4-expressing cells, antagonist mode, reporter read-out; AID 1510; in the data active means inhibition above about 29%;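 further: 0% = wells stimulated with agonist and 100% = vehicle wells without agonist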
NPY-Y2 PAM-ag – potentiators or agonists of human neuropeptide Y receptor Y2; activation, % at 3.6 µM; 220,000 compounds, 0.45% hits; AID 1359; P49146; cells expressing NPY-Y2, potentiator/agonist read-out; in the data active means activation above about 27%;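 further: cells stimulated with NPY near EC25 plus isoproterenol at EC100; 0% = vehicle plus submaximal agonist and 100% = vehicle plus saturating agonist; some results beyond the cut were filed as inactive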
Target sequence (P49146 whole entry, looked up): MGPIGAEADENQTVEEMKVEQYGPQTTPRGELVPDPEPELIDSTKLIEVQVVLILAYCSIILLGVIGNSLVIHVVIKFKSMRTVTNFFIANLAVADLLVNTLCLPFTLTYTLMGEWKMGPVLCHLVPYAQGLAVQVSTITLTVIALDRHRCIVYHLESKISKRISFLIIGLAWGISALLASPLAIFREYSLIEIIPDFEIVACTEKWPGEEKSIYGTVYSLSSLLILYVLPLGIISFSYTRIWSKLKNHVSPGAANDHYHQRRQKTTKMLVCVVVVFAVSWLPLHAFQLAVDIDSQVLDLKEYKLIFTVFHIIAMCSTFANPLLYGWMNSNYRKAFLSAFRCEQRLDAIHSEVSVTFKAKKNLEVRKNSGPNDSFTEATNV
NPY1 pot ag – potentiates or activates human NPY-Y1 receptor | NPY-Y1 expressing cells, potentiator/agonist activation | activation, % at 3.6 µM | 220,000 compounds, 0.37% hits; in the data active means activation above about 33%, passing the limit was not always enough;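 further: cells stimulated with NPY at EC10 then isoproterenol at EC100; 0% = low agonist plus stimulus and 100% = saturating agonist plus stimulus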
CHOP inhibitor – blocks CHOP induction under ER stress. CHO-K1 CHOP-promoter luciferase, tunicamycin-induced, 15-18 h. inhibition, % at 10 µM. 220,000 compounds, 3.8% hits. AID 2732;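 active means compounds that reduced the stress-induced luciferase reporter signal by more than about 70% of percent inhibition, limit read from the data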;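 further: 0% = tunicamycin plus vehicle and 100% = wells without tunicamycin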
p47phox inh – blocks human p47phox regulatory protein of NADPH oxidases; P14598; p47phox/p22phox peptide binding, fluorescence polarization, 2 h; inhibition, % at 24.7 µM; 220,000 compounds, 0.53% hits; AID 1274;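 active means inhibition above about 30%, limit read from the data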;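 further: 0% = p47phox with labelled peptide and 100% = labelled peptide alone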
Ba/F3 V617F tox – lowers viability of Ba/F3 cells expressing EpoR and JAK2V617F | ATP luminescence | inhibition, % at 5.6 µM | 220,000 compounds, 1.1% hits;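 active means inhibition above the campaign mean plus 3 SD over all tested compounds, cut at about 24% in these data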;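 further: cytokine-independent growth of Ba/F3 cells driven by EpoR plus mutant JAK2; 0% = DMSO-treated cells and 100% = JAK inhibitor I control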
BaF3 tox – counter-screen for JAK2V617F inhibitors: parental Ba/F3 viability inhibitors; CellTiter-Glo ATP luminescence; inhibition, % at 5.6 µM; 220,000 compounds, 1.1% hits;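 active means inhibition above a per-campaign cutoff, the mean inhibition of all tested compounds plus 3 SD, cut at about 27% in these data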;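 further: 0% = DMSO wells and 100% = JAK Inhibitor I control wells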
The depositor's hits bear a star; . = not tested or not shown.

SMILES,S1P4 agonist,NPY Y1 blocker,S1P4 antagonist,NPY-Y2 PAM-ag,NPY1 pot ag,CHOP inhibitor,p47phox inh,Ba/F3 V617F tox,BaF3 tox
CC1=NNC(=O)C1CCC(=O)N/N=C\c1ccccc1[N+](=O)[O-] (centres undefined),1.0,5,-3,-1,13,-2,-1,0,1
COC(=O)c1[nH]c2cc(OC)ccc2c1NC(=O)CCN1CCN(c2ccccc2)CC1,1.6,-3,-11,-5,-3,34,-4,-2,4
Cc1cccc(Cl)c1NC(=O)N1CCCN(c2ncccc2[N+](=O)[O-])CC1,0.6,.,-3,-9,-4,5,-3,-3,-3
COc1ccc(C(=O)Nc2ccc(S(=O)(=O)N3CCCC3)cc2)c(OC)c1,1.3,-1,-19,-6,-13,21,-6,0,4
O=C(C1CCCN1S(=O)(=O)c1cccc2cccnc12)N1CCn2c1nc1ccccc12 (centres undefined),-1.2,0,-15,13,-12,29,0,-1,0
CC1=C(C#N)C(NC(=O)c2ccc(Cl)cc2)(C(F)(F)F)C(=O)N1 (centres undefined),-0.4,-4,-8,-1,14,12,-7,1,2
COc1cc(C(=O)Nc2ccc(C(N)=O)cc2)c([N+](=O)[O-])cc1OC,-0.6,5,-18,-14,0,13,4,5,2
COc1ccc(C(=O)c2c[nH]c(C(=O)NCc3cccs3)c2)cc1,-1.7,-2,-11,12,42,10,7,4,8
Cc1nonc1NC(=O)OC1CCCCC1,-0.4,0,7,-15,5,10,-11,4,6
CNC(=O)NNC(=O)c1csc(Cc2c(Cl)sc3ccc(Cl)cc23)n1,0.7,.,4,-12,2,21,2,-1,0
Cc1cc(C)c(NC(=O)COC(=O)Cc2ccsc2)c(C)c1,0.5,-3,-4,-6,-10,19,6,1,9
CSc1ccccc1NC(=O)CN(C)Cc1cc(=O)n2ccsc2n1,0.3,14,-3,-1,0,-1,4,1,7
CCCCCCOc1ccc(N2C(=O)CC(NCCc3ccc(S(N)(=O)=O)cc3)C2=O)cc1 (centres undefined),1.7,0,-5,11,23,38,-2,-4,2
Cc1cccc2cc(=O)[nH]c(C)c12,2.2,2,-9,1,-4,19,-1,2,8
CC(C)c1onc(C(=O)N(C)C2CCCCC2)c1[N+](=O)[O-],0.5,7,-15,-3,25,50,.,-1,0
Cc1ccc(NC(=O)CNCC(c2ccccc2)N(C)C)cc1F (centres undefined),-0.3,.,-2,-6,-8,5,-4,-2,-11
Cc1cc(OCCCN2CCN(Cc3ccccc3)CC2)ccc1[N+](=O)[O-],-0.8,15,-4,-26,-21,51,0,5,5
Cc1nn(-c2ccccc2)c(N2CCCC2)c1/C=N/NC(=O)c1ccccc1O,-0.9,0,-12,-3,3,15,-20,2,7
CCN(CC)S(=O)(=O)c1ccccc1/C=N\O,-2.6,2,-18,11,-3,27,-1,-6,-3
CSCC[C@H](NC(=O)CCn1nnc2ccccc2c1=O)C(=O)O,2.7,2,-17,16,17,-19,-13,1,1

SMILES,S1P4 agonist,NPY Y1 blocker,S1P4 antagonist,NPY-Y2 PAM-ag,NPY1 pot ag,CHOP inhibitor,p47phox inh,Ba/F3 V617F tox,BaF3 tox
Cc1ccc2c(c1)sc1ncc(NC(=O)c3ccc(F)cc3)c(=O)n12,-1.7,5,-2,6,7,-2,24,0,6
Nn1cc(-c2ccccc2)nc1SCC(=O)NC1CCS(=O)(=O)C1 (centres undefined),1.1,-1,-10,-13,-2,27,-4,0,5
CCCCCCCC1CC(/C(C)=N/NC(N)=O)OC1=O (centres undefined),2.0,1,-3,-4,-15,16,-4,3,8
CCSc1ncc(/C=N/Nc2ccc(Cl)cc2)n1C,0.4,8,-3,10,3,38,-5,-3,1
C=CCn1c(SCc2cc(=O)n3cc(C)ccc3n2)nnc1-c1cccc(C)c1,-0.9,7,-15,4,-9,13,-7,0,6
O=C(Nc1ccc(O)cc1)C1CCCN1S(=O)(=O)c1ccc(F)cc1 (centres undefined),-0.5,-3,5,-4,3,6,-11,-3,2
O=c1[nH]c(-c2ccccn2)nc2ccccc12,1.6,1,-17,12,8,1,2,-2,8
O=C(CCN1CCN(S(=O)(=O)c2ccc(Cl)cc2)CC1)Nc1ccccc1F,0.5,7,-13,-5,8,4,-5,0,7
Oc1ccc(NCc2ccccc2OCc2ccccc2)cc1,1.4,-5,5,21,25,5,-5,0,7
COc1ccccc1-n1c(C)cc(SC)c(C(C)=O)c1=S,1.5,-8,-16,10,-13,17,-16,-3,0
COc1ccc(Oc2c(Cl)cnn(-c3ccccc3)c2=O)cc1,1.9,-8,-4,7,12,-31,-12,1,2
CCCc1nc(-c2cc3ccc(C)cc3[nH]c2=O)no1,-2.4,1,-9,-9,-8,-6,5,6,5
Oc1ccccc1-c1csc(-c2ccccc2)n1,1.1,6,-13,-6,-8,19,-12,-1,3
C[C@H](N)C(=O)OCc1ccc([N+](=O)[O-])cc1,1.3,.,-4,10,-14,-3,-6,0,-1
CC(=O)Nc1c(O)nc(C)[nH]c1=O,2.9,.,2,7,-5,-1,-15,-1,0
CCOc1ccc(CN2CCNC(=O)C2CC(=O)NCCCn2ccnc2)cc1 (centres undefined),0.7,-3,-8,-10,-25,16,0,2,3
Cc1ccc(C(C(=O)NC2CCCCC2)N(CCC(C)C)C(=O)CNC(=O)c2ccco2)o1 (centres undefined),-1.3,-6,-9,1,14,17,-2,-4,-2
O=C(Nc1ccc(Cl)cc1)N1CCSCC1,-2.9,2,4,5,7,15,-2,-4,0
COC(=O)c1c(NC(=O)Cc2cccs2)sc2c1CCCC2,-0.6,1,-7,-5,-13,51,4,0,7
Cc1ccc(C2CC(c3ccc(F)cc3)Nc3nc(N)nn32)cc1 (centres undefined),-1.8,4,-3,18,8,2,-11,-1,2

13 consecutive records already listed, quoted:
SMILES,S1P4 agonist,NPY Y1 blocker,S1P4 antagonist,NPY-Y2 PAM-ag,NPY1 pot ag,CHOP inhibitor,p47phox inh,Ba/F3 V617F tox,BaF3 tox
Cc1ccc2c(c1)sc1ncc(NC(=O)c3ccc(F)cc3)c(=O)n12,-1.7,5,-2,6,7,-2,24,0,6
Nn1cc(-c2ccccc2)nc1SCC(=O)NC1CCS(=O)(=O)C1 (centres undefined),1.1,-1,-10,-13,-2,27,-4,0,5
CCCCCCCC1CC(/C(C)=N/NC(N)=O)OC1=O (centres undefined),2.0,1,-3,-4,-15,16,-4,3,8
CCSc1ncc(/C=N/Nc2ccc(Cl)cc2)n1C,0.4,8,-3,10,3,38,-5,-3,1
C=CCn1c(SCc2cc(=O)n3cc(C)ccc3n2)nnc1-c1cccc(C)c1,-0.9,7,-15,4,-9,13,-7,0,6
O=C(Nc1ccc(O)cc1)C1CCCN1S(=O)(=O)c1ccc(F)cc1 (centres undefined),-0.5,-3,5,-4,3,6,-11,-3,2
O=c1[nH]c(-c2ccccn2)nc2ccccc12,1.6,1,-17,12,8,1,2,-2,8
O=C(CCN1CCN(S(=O)(=O)c2ccc(Cl)cc2)CC1)Nc1ccccc1F,0.5,7,-13,-5,8,4,-5,0,7
Oc1ccc(NCc2ccccc2OCc2ccccc2)cc1,1.4,-5,5,21,25,5,-5,0,7
COc1ccccc1-n1c(C)cc(SC)c(C(C)=O)c1=S,1.5,-8,-16,10,-13,17,-16,-3,0
COc1ccc(Oc2c(Cl)cnn(-c3ccccc3)c2=O)cc1,1.9,-8,-4,7,12,-31,-12,1,2
CCCc1nc(-c2cc3ccc(C)cc3[nH]c2=O)no1,-2.4,1,-9,-9,-8,-6,5,6,5
Oc1ccccc1-c1csc(-c2ccccc2)n1,1.1,6,-13,-6,-8,19,-12,-1,3

More structures:
SMILES,S1P4 agonist,NPY Y1 blocker,S1P4 antagonist,NPY-Y2 PAM-ag,NPY1 pot ag,CHOP inhibitor,p47phox inh,Ba/F3 V617F tox,BaF3 tox
COc1ccc(NC(=O)Nc2cccc(C)n2)cc1,2.4,2,-9,-2,1,14,-49,3,3
O=C1NC(=Nc2ccc(O)cc2)S/C1=C/c1ccco1,0.3,0,-12,-6,-5,11,28,1,8
Cc1ccnc(NS(=O)(=O)c2ccc(NC(=O)c3ccc(S(=O)(=O)N4CCCC4)cc3)cc2)n1,1.6,1,-6,-5,4,9,.,3,4
COc1ccc2nc(N3C(=O)/C(=C/c4ccccc4)NC3=S)sc2c1,1.5,0,-23,3,-3,33,-103,1,5
c1ccc2oc(-c3[nH]ncc3CN3CCC(N4CCSCC4)CC3)cc2c1,3.3,11,-17,-9,-21,10,6,-2,6
O=C(NCc1ccncc1)c1cc2ccccc2nc1Cl,1.7,6,0,-11,-1,-1,-10,5,7
COCCCNC(=O)/C(C#N)=C/c1ccc(OCC(=O)O)c(OC)c1,0.5,2,-2,0,2,10,-2,2,2
CCc1cc2c(=O)c(Oc3ccccc3)c(C)oc2cc1O,-1.6,5,-18,-7,-10,25,-6,1,3
COc1ccc(C/C(N)=N/O)cc1,1.1,6,9,8,-5,6,-6,5,8
O=C(CSc1ncn[nH]1)Nc1cc(S(=O)(=O)N2CCCC2)ccc1Cl,0.5,2,-7,16,-1,-11,2,-4,4
Cc1nc2c([nH]c3ccccc32)c(=O)n1N,-1.6,-2,18,-4,3,-19,-10,-7,1
CCN(CC)Cc1c(C(=O)OC)nnn1-c1nonc1N,-1.7,1,-7,-2,-3,0,0,5,4
O=C(c1ccc2c(c1)OCO2)[C@@H]1[C@@H]2C(=O)N(C3CCCCC3)C(=O)[C@@H]2C2c3ccccc3C=CN21 (some centres undefined),1.7,5,-1,1,10,-15,-96,-1,1
N#C/C(=C\c1cccs1)C(=O)NCc1ccccc1,2.0,-3,-17,-8,16,-10,-11,-1,3
COc1ccc(OC)c(CNn2c(-c3cccc(C)c3)nc3ccccc3c2=O)c1,-2.8,4,-15,4,25,25,1,-4,2
CCCn1cnc2c(c1=O)c1nc3ccccc3nc1n2CCC1=CCCCC1,-1.9,12,1,2,0,84*,-15,-4,0
Cc1ccc(NCCC(=O)c2ccc(Cl)cc2)cc1C,1.7,3,2,0,-17,31,-9,-4,1
CC(C)COP(=O)(OCC(C)C)C(O)c1ccccc1F (centres undefined),0.9,4,14,-7,11,-14,1,-2,0
Cc1ccc(CNC(=O)C(Cc2ccccc2)NS(=O)(=O)c2cccs2)cc1 (centres undefined),-1.5,-4,15,1,8,15,-19,-4,2
COc1ccc(/C=C2\SC(=S)N(C(C(=O)O)c3ccccc3)C2=O)c(OC)c1 (centres undefined),0.7,.,-10,-71,-19,3,-12,4,-2
C=CCOc1ccc(/C(CC)=N/O)cc1OC,1.5,-3,-3,10,-8,2,-5,1,-1
C/C(=N/NC(=O)C1CC1(c1ccccc1)c1ccccc1)c1ccco1 (centres undefined),-1.8,-2,-25,12,7,23,-1,2,6
CCCN(CCC)S(=O)(=O)c1cccc(-c2csc(C)n2)c1,0.0,.,11,-21,2,2,-2,3,-2

Reprinted from the entries so far (2 entries):
SMILES,S1P4 agonist,NPY Y1 blocker,S1P4 antagonist,NPY-Y2 PAM-ag,NPY1 pot ag,CHOP inhibitor,p47phox inh,Ba/F3 V617F tox,BaF3 tox
C/C(=N/NC(=O)C1CC1(c1ccccc1)c1ccccc1)c1ccco1 (centres undefined),-1.8,-2,-25,12,7,23,-1,2,6
CCCN(CCC)S(=O)(=O)c1cccc(-c2csc(C)n2)c1,0.0,.,11,-21,2,2,-2,3,-2

Compounds were not picked by outcome; about 7.1% have a hit in one of these screens.
